Screening data: PubChem BioAssay, several laboratories
HDAC3 inh – HDAC3 deacetylase inhibitors, primary screen, biochemical, fluorescence, cell-free homogeneous; 0.15% of 320,000 active; inhibition, % at 8.3 µM; Histone deacetylase 3 (Homo sapiens), O15379; recombinant HDAC3, fluorogenic peptide/trypsin coupled; in the data active = inhibition above about 26%, passing the limit was not always enough
KCNK3 inh – human KCNK3 channel inhibitors, primary screen, CHO cells, FluxOR thallium flux, B-score; Potassium channel subfamily K member 3 (Homo sapiens), O14649; FluxOR fluorescence; active compounds read low; B-score at 10 µM; 0.84% of 340,000 active;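 active = B-score under library mean minus 4 SD, starting fluorescence ratio at most library mean plus 5 SD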;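 note: more negative B-score means stronger inhibition of thallium flux through KCNK3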
Target sequence (O14649 whole entry, looked up): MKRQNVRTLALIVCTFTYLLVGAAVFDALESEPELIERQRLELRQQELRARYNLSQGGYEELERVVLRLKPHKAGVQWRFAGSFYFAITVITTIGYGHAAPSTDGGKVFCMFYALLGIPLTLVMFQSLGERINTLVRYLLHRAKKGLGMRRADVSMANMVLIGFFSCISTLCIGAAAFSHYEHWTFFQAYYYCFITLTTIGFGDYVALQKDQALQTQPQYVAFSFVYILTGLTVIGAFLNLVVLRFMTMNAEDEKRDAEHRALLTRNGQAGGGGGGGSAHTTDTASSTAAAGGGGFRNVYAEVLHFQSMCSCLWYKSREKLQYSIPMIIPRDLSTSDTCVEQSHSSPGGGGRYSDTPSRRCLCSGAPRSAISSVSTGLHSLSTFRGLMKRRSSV
GSK3B inh – human GSK3beta kinase inhibitors, primary screen, biochemical, cell-free homogeneous, HTS. GST-GSK3beta kinase, ADP-Glo luminescence, 60 min; active compounds read low. activity score (negative = inhibition), % at 10 µM. 0.038% of 300,000 active. Glycogen synthase kinase-3 beta (Homo sapiens), P49841;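 active = more than half of replicate wells score below -50%, meaning over 50% inhibition versus plate controls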;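 note: 0% = median DMSO wells and -100% = median GW8510 positive control wells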
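Test system – GST-tagged human GSK3beta kinase, cell-free · Incubation – 60 min enzyme reaction, room temperature · Signal – ADP-Glo luminescence · Also added – peptide substrate and ATP at 25 µM · Controls – DMSO neutral wells and GW8510 at 20 µM as positive · Buffer or medium – Tris/MgCl2 kinase buffer · Measure – Luminescence-derived activity versus plate DMSO and GW8510 wells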
PolyA inh – polyadenylation inhibitors in yeast reporter cells, primary screen, luminescence, S. cerevisiae. 0.02% of 300,000 active. calls only at 12 µM. S. cerevisiae SKY197-pL101 polyadenylation reporter, beta-gal luminescence; efflux-impaired pdr1/pdr3 knockout yeast; score 100 = 6 SD above DMSO. AID 1875, 2009;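 active = lowest replicate activity score at least 50, where 100 means six control SD above control mean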;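 note: yeast exposed to compound for 9 h at 30 °C; higher score means more reporter readthrough which indicates perturbed polyadenylation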
GSK3A inh – blockers of GSK3A enzyme activity – biochemical, luminescence, cell-free homogeneous, HTS, primary screen | Glycogen synthase kinase-3 alpha (Homo sapiens), P49840 | GSK-3 alpha kinase, ADP-Glo luminescence, 60 min | inhibition, % at 10 µM | 0.1% of 320,000 active | AID 2650, 2010;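 in the data active = inhibition above about 50%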;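 note: GST-tagged GSK-3 alpha with peptide substrate and 25 µM ATP; 0% = DMSO neutral wells and 100% = GW8510 positive control wells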
Target sequence (P49840 whole entry, looked up): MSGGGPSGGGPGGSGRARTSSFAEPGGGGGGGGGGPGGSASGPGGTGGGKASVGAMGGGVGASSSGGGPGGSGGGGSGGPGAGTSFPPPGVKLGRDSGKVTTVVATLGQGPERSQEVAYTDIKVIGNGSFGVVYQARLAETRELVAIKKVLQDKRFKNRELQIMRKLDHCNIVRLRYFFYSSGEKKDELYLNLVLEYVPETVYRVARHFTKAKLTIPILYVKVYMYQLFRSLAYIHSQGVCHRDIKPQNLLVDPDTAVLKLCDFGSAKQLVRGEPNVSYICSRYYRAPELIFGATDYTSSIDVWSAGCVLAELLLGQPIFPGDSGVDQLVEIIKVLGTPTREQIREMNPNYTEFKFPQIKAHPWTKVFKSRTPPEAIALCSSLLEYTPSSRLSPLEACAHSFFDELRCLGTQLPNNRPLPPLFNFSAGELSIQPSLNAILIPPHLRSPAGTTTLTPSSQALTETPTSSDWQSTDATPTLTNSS
KCNQ1 inh – inhibitors of human KCNQ1 channel, primary screen, cell-based, thallium flux, high-throughput; Potassium voltage-gated channel subfamily KQT member 1 (Homo sapiens), P51787; CHO-K1 KCNQ1, FluxOR thallium flux fluorescence; active compounds read high; B-score at 10 µM; 1.3% of 310,000 active;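 active = compounds whose thallium flux B-score, printed positive for inhibition, exceeds three library SD while starting fluorescence stays within three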;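 note: channel opened by potassium depolarization with thallium stimulus after 20 min compound exposure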
KCNQ1 act – potentiators or activators of KCNQ1 channel, primary screen, cell-based, thallium flux, high-throughput | Potassium voltage-gated channel subfamily KQT member 1 (Homo sapiens), P51787 | AID 2648, 2010 | CHO-K1 KCNQ1, thallium flux FluxOR fluorescence; active compounds read high | 0.35% of 310,000 active | B-score at 10 µM;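 active = fluorescence ratio B-score, a plate-corrected score, at least three library SD, with initial intensity B-score within 5 SD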
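Schedule – 37 °C overnight plating, 90-min dark dye load, 20-min compound pretreatment · System – stable KCNQ1 CHO-K1 line · Probe or stimulus – thallium- and potassium-containing depolarizing buffer · Measured by – kinetic FluxOR fluorescence, 10 s baseline plus 110 s post-stimulus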
RGS4 pot – RGS4 potentiators or activators, primary screen, cell-based, HEK293 M3R inducible RGS4, calcium flux | carbachol calcium flux Fluo4; active compounds read low | B-score at 10 µM | 0.92% of 310,000 active;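 active = B-score of the integrated calcium signal more than 4 SD below the library mean, with starting fluorescence not abnormally high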;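 note: negative B-score means reduced calcium response which marks RGS4 activation or potentiation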
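Assay system: HEK293 FlpIn-TREx cells, stable M3R, doxycycline-inducible RGS4 / Probe or stimulus: carbachol, ECmax concentration / Times: overnight RGS4 induction, 30 min dye load 37 °C, 20 min compound RT / Signal: kinetic calcium fluorescence imaging with Fluo4-AM dye, 2 µM / Measure: Agonist-evoked peak-minus-minimum fluorescence over baseline, integrated ratio, B score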
hERG protect – hERG rescue from dofetilide block, primary screen, cell-based, CHO-hERG, FluxOR thallium flux, dofetilide IC70; Voltage-gated inwardly rectifying potassium channel KCNH2 (Homo sapiens), Q12809; 0.51% of 310,000 active; dofetilide IC70 present; activation (rescue from dofetilide block), less the hit threshold, % at 10 µM;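 active = activation above the mean of controls blocked by dofetilide plus 5 SD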;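 note: thallium influx through hERG after potassium depolarization seen as dye fluorescence rise; in these data hits start at about 4.7%; inactives centre near -7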
Dyrk1A ADPGlo – rat Dyrk1A kinase inhibitors, primary screen, biochemical, single point, plate reader; 0.43% of 310,000 active; ADP-Glo luminescence, NFATc1 peptide; Dual specificity tyrosine-phosphorylation-regulated kinase 1A (Rattus norvegicus), Q63470; inhibition, % at 12.5 µM; in the data active = inhibition above about 50%;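 note: plate controls were vehicle with enzyme for no effect and no enzyme for full effect; many of its hits are not listed in these tables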
KCNK9 inh – KCNK9 potassium channel inhibitors, primary screen, HEK293 cells, thallium flux; Potassium channel subfamily K member 9 (Homo sapiens), Q9NPC2; FluxOR thallium flux fluorescence; active compounds read low; B-score at 10 µM; 1.2% of 310,000 active; AID 488922, 2010;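 active = ratio B-score over 3 SD below the library mean, with starting fluorescence within 5 SD of its mean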;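 note: negative B-score means less thallium flux so channel inhibition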
Numbers without * were called inactive; i = inactive; / = not tested or not shown.

cpd	Structure	KCNQ1 act	GSK3A inh	GSK3B inh	KCNK3 inh	HDAC3 inh	hERG protect	PolyA inh	KCNK9 inh	KCNQ1 inh	RGS4 pot	Dyrk1A ADPGlo
1	COc1cc2c(=O)n(CCC(=O)NCC3CCCO3)c(=O)n(CC(=O)Nc3ccc(C)cc3)c2cc1OC (centres undefined)	i	-1	4	i	-4	-7	i	i	i	i	12
2	CCN(CC)CCCN(Cc1cc2cc3c(cc2[nH]c1=O)OCCO3)C(=O)Nc1ccc(F)cc1	i	2	3	i	-5	-11	i	i	i	i	3
3	c1ccc(CN=C2NN=C(c3ccccc3)CS2)cc1	i	-2	-7	i	-2	-5	i	i	i	i	-4
4	Cc1ccc(S(=O)(=O)N(C)CC(=O)O/N=C(\N)c2cccnc2)cc1	i	4	2	i	-1	-4	i	i	i	i	12
5	S=C(NCCC(c1ccccc1)c1ccccc1)Nc1ccccc1Cl	i	0	2	i	-13	-16	i	i	12*	i	4
6	CCSc1nc2sccc2c(=O)n1-c1ccccc1	i	0	0	i	11	-8	i	i	i	i	-3
7	Cn1c(=O)[nH]c(=O)c2c1nc(N1CCCCCC1)n2CC(N)=O	i	-2	-12	i	6	-7	i	i	i	i	0
8	COc1ccnc(Oc2cccc(C(F)(F)F)c2)c1C(=O)N/C=N/OCc1ccccc1F	i	-1	-1	i	23	-11	i	i	i	i	-2
9	CCC1CCCCN1C(=O)CCn1c(=O)oc2ccccc21 (centres undefined)	i	0	0	i	1	-6	i	i	i	i	1
10	O=C(c1cccc(OCc2ccccc2)c1)N1CCOCC1	i	-2	2	i	-4	-15	i	i	i	i	2
11	CCOC(=O)n1ccc(C(=O)Nc2ccccc2F)n1	i	4	5	i	3	-13	i	i	i	i	-2
12	Cn1nc2c3cc(F)ccc3n(Cc3ccc(F)cc3)cc-2c1=O	i	-1	0	i	11	-4	i	i	i	i	4
13	Cc1cccc(C)c1N(CC(=O)NN=C1CCCCCC1)S(C)(=O)=O	i	/	4	i	5	-1	i	i	i	i	-4
14	Cn1c(=O)c2c(nc(CO)n2C)n(C)c1=O	i	0	2	i	1	-4	i	i	i	i	0
15	COc1cccc(/C(=N/O)C2CC2c2ccc(Cl)cc2)c1 (centres undefined)	i	-1	0	i	0	3	i	i	i	i	8
16	Cc1ccc(NC(=O)CN(C)Cc2cccs2)cc1Cl	i	0	/	i	5	-13	i	-16*	i	i	7
17	N=c1c(S(=O)(=O)c2ccc(Cl)cc2)cc2c(=O)n3ccccc3nc2n1C1CCCC1	i	-3	-1	i	-10	-12	i	i	i	i	-3
18	C=CCn1c(SCC(=O)N2CCN(c3ccc(F)cc3)CC2)nnc1-c1cccs1	i	0	-1	i	1	-8	i	i	i	i	6
19	C=CCNS(=O)(=O)c1cccc(C(C)=O)c1	i	5	1	i	-4	-1	i	i	i	i	-4
20	CCCCCc1cc(=O)oc2c(C(CCN3CCN(c4ccccc4)CC3)c3ccc(N(C)C)cc3)c(OC)cc(OC)c12 (centres undefined)	i	-2	-1	i	-2	-7	i	i	i	i	/

The list goes on:
cpd	Structure	KCNQ1 act	GSK3A inh	GSK3B inh	KCNK3 inh	HDAC3 inh	hERG protect	PolyA inh	KCNK9 inh	KCNQ1 inh	RGS4 pot	Dyrk1A ADPGlo
21	CCOC(=O)c1ccc(N2C(=O)C(CC(N)=O)N(NC(=O)c3cccc(F)c3)C2=S)cc1 (centres undefined)	i	-2	1	i	1	-2	i	i	i	i	-5
22	CC(=O)c1cn(CCOc2cc(C)ccc2C)c2ccccc12	i	-1	-4	i	-12	-11	i	i	i	i	-1
23	C=CCC(NCc1ccco1)c1ccc(OC)cc1OC (centres undefined)	i	-1	0	/	1	-4	i	i	i	i	/
24	CC(C)CCN(C(=O)c1csnn1)C(C(=O)NC1CCCCC1)c1ccc(F)cc1 (centres undefined)	i	1	1	i	-15	-6	i	i	i	i	0
25	CCCCOC(=O)Oc1ccc2c(=O)c(Oc3cccc(C)c3)coc2c1	i	-1	1	i	0	-1	i	i	i	i	1
26	CC(=O)Nc1ccc(N(CC(=O)NC2CCCCC2)C(=O)Cn2nnc(-c3ccccc3)n2)cc1	i	0	1	i	7	-8	i	i	i	i	-6
27	COc1ccc(C2CC(=O)C3=C(C2)Nc2ncnn2C3c2ccccc2C)cc1 (centres undefined)	i	9	-27	i	3	-17	i	i	i	i	1
28	CN(C)c1ccc(CNC(=O)C2CCC(CNc3c(N4CCCCC4)c(=O)c3=O)CC2)cc1 (centres undefined)	i	-2	2	i	1	-5	i	i	i	i	4
29	COc1cccc(Oc2ccc(C(F)(F)F)cc2NC(=O)c2cccc(F)c2)c1	i	-2	0	i	3	-12	i	i	i	i	-5
30	Cn1ncc(Cl)c1C(=O)NCc1ccco1	i	/	1	i	-5	-7	i	i	i	i	-1
31	O=C(O)c1ccc(N=Cc2c(O)ccc3oc4c(c23)CCCC4)cc1	i	7	1	i	3	1	i	i	i	i	/
32	CCOC(=O)c1cc(-c2cccc([N+](=O)[O-])c2)n[nH]1	i	4	-1	i	-1	-9	i	i	i	i	7
33	CCN(CC)C(=O)c1sc(NC(=O)c2ccc(C)c([N+](=O)[O-])c2)c(C#N)c1C	i	2	-2	i	-4	-5	i	i	i	i	0
34	CC(=O)SCC(C)C(=O)NCc1ccccc1 (centres undefined)	i	-3	1	i	-7	0	i	i	i	i	-4
35	O=C(NNC(=O)C12CC3CC(CC(C3)C1)C2)c1ccncc1	i	-1	2	i	4	-5	i	i	i	i	-4
36	O=[N+]([O-])c1cccc(/C=N\N=C2c3ccccc3-c3ccccc32)c1O	i	1	1	i	-3	-19	i	i	i	i	2
37	Cc1[nH]c2ccccc2c1C(=O)C(=O)N1CCN(c2cccc(Cl)c2)CC1	i	1	0	i	2	-12	i	i	i	i	-3
38	CCOC(=O)C1(Cc2ccccc2)CCN(C2Cc3ccccc3C2)CC1	i	-2	2	i	3	-21	i	i	i	i	2
39	Cc1noc(C)c1S(=O)(=O)N1CCC(C(=O)Nc2ccc(Br)cc2)CC1	i	1	3	i	-5	-7	i	i	i	i	-4
40	COc1ccc(OC)c(C2/C(=C(/O)c3cnn(-c4ccccc4)c3C)C(=O)C(=O)N2CCN(C)C)c1 (centres undefined)	i	1	0	i	0	-14	i	i	i	i	1

New compounds follow:
cpd	Structure	KCNQ1 act	GSK3A inh	GSK3B inh	KCNK3 inh	HDAC3 inh	hERG protect	PolyA inh	KCNK9 inh	KCNQ1 inh	RGS4 pot	Dyrk1A ADPGlo
41	N=c1c(S(=O)(=O)c2ccc(Cl)cc2)cc2c(=O)n3ccccc3nc2n1CC1CCCO1 (centres undefined)	i	-1	4	i	-4	-6	i	i	i	i	-2
42	N#Cc1ccc(Oc2cccc3cccnc23)c([N+](=O)[O-])c1	i	0	-4	i	3	-5	i	i	i	i	16
43	OCCN1CCN(C(=S)Nc2ccc(SC(F)F)cc2)CC1	i	1	0	i	0	-8	i	i	i	i	-6
44	CCc1cc2c(N[C@@H](Cc3ccccc3)C(=O)O)ncnc2s1	i	-5	2	i	-5	0	i	i	i	i	-1
45	CCn1nnnc1SCC(=O)c1ccc(C)cc1C	i	-4	-6	i	3	-9	i	i	i	i	-6
46	NC(=O)C1CC(=O)N(c2ccc(OCc3ccc([N+](=O)[O-])cc3)cc2)C1 (centres undefined)	i	3	-3	i	-1	-6	i	i	i	i	-7
47	O=C(c1ccoc1)N1CCCC(N2CCN(c3cccc(C(F)(F)F)c3)CC2)C1 (centres undefined)	i	0	5	i	-2	-9	i	i	i	i	3
48	Cc1nnc2sc(SCC(=O)Nc3ccc(Br)cc3)nn2c1=O	i	0	3	i	4	-9	i	i	i	i	-1
49	Cc1cc(C(=O)CN2C(=O)NC(CC(C)C)C2=O)c(C)n1-c1ccccc1F (centres undefined)	i	0	0	i	4	-14	i	i	i	i	0
50	O=C(O)/C=C/C(=O)Nc1ccccc1C(=O)Nc1ccccc1	i	-3	1	i	-2	2	i	i	i	i	-5
51	O=C(Nc1ccc(N2CCOCC2)cc1)C1CCCN(S(=O)(=O)c2ccccc2)C1 (centres undefined)	i	-2	1	i	-1	-11	i	i	i	i	-1
52	Cc1ccc2c(N)c(C#N)sc2n1	i	1	-3	i	-1	1	i	i	i	i	13
53	Cc1oc(-c2ccc(Cl)cc2)nc1CS(=O)CC(=O)NCCCN1CC(C)CC(C)C1 (centres undefined)	i	-3	0	i	4	-5	i	i	i	i	/
54	CC(NC(=O)c1cc(-c2ccccn2)nc2ccc(Cl)cc12)C1CCCO1 (centres undefined)	i	0	0	i	5	-7	i	i	i	i	4
55	CC(=O)N(C)c1ccc(NC(=O)c2cnn(C)c2)cc1	i	-2	1	i	1	-7	i	i	i	i	1
56	Cc1cc(=O)oc2ccc(OC(C)C(=O)O)cc12 (centres undefined)	i	-2	7	i	1	-9	i	i	i	i	-3
57	Cc1nonc1NC(=O)CSc1ccccn1	i	1	0	i	5	-6	i	i	i	i	-1
58	COc1ccc(C(=O)N2CCOC2CNC(=O)C(=O)NCc2ccc(F)cc2)cc1 (centres undefined)	i	2	0	i	2	-8	i	i	i	i	-3
59	COc1nc(N=C(N)N)nc2c(C)cccc12	i	2	-1	i	-24	-6	i	i	i	i	2
60	O=C(NC1CCCCCC1)C1CCN(S(=O)(=O)c2cnc[nH]2)CC1	i	-2	0	i	1	-6	/	i	i	i	/
61	CC(OC(=O)c1ccco1)C(=O)NC1CCCCC1 (centres undefined)	i	-1	2	i	1	-11	i	i	i	i	5

An excerpt; count on the stated rates, not on these rows.
